NPY-Y1 antag = antagonists of human neuropeptide Y receptor Y1; P25929; HEK293-CNG Y1 cells, membrane potential fluorescence; NPY at EC95, then isoproterenol; inhibition, % at 3.6 µM; 200,000 compounds, 1% hits;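 active means inhibition above the campaign mean inhibition of all tested compounds plus 3 SD, cut at about 20% in these data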;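 further: 0% = DMSO wells given NPY plus isoproterenol and 100% = isoproterenol alone without NPY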
Target sequence (P25929 whole entry, looked up): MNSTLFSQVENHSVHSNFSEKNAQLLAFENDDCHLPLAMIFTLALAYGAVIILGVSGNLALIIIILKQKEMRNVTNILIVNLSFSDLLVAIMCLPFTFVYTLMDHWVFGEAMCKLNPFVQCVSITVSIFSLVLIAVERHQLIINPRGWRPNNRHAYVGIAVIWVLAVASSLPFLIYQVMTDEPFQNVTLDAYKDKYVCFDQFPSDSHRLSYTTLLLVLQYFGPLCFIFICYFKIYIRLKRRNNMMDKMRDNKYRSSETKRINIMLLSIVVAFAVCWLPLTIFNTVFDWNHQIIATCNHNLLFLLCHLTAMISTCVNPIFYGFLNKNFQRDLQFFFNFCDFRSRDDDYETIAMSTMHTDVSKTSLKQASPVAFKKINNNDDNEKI
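material = HEK293 cells with Y1 receptor plus CNG channel | also added = NPY 25 nM then isoproterenol 1 µM plus Ro 20-1724 25 µM | schedule = dye 3 h, compound 60 min room temperature, stimulation 45 min | measured by = membrane potential fluorescence | benchmarks = high control isoproterenol alone, low control NPY with isoproterenol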
NPY2 pot ag = human NPY-Y2 potentiation or agonism, primary screen | P49146 | activation, % at 3.6 µM | 220,000 compounds, 0.45% hits | cells expressing NPY-Y2, potentiator/agonist read-out; in the data active means activation above about 27%;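 further: cells stimulated with NPY near EC25 plus isoproterenol at EC100; 0% = vehicle plus submaximal agonist and 100% = vehicle plus saturating agonist; some results beyond the cut were filed as inactive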
CHOP inhibitor = blocks CHOP induction under ER stress. CHO-K1 CHOP-promoter luciferase, tunicamycin-induced, 15-18 h. inhibition, % at 10 µM. 220,000 compounds, 3.8% hits. AID 2732;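 active means compounds that reduced the stress-induced luciferase reporter signal by more than about 70% of percent inhibition, limit read from the data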;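 further: 0% = tunicamycin plus vehicle and 100% = wells without tunicamycin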
S1P4 ag = agonists of human S1P4 receptor; O95977; S1P4-expressing cell line, agonist reporter assay; activation, % at 4.98 µM; 220,000 compounds, 0.35% hits; AID 1509; in the data active means activation above about 11%;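 further: 0% = DMSO vehicle and 100% = reference agonist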
Target sequence (O95977 whole entry, looked up): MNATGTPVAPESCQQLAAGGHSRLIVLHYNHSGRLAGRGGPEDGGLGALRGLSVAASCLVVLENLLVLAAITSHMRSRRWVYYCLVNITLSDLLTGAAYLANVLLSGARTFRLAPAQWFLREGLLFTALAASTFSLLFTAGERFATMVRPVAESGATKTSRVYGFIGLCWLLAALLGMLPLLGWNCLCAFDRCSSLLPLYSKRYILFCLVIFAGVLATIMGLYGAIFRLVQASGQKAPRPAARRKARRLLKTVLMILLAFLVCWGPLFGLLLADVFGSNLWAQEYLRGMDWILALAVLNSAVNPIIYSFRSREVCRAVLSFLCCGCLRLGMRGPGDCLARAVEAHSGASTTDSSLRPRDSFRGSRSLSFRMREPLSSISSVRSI
zfTRPN1 agonist = zebrafish TRPN1 (NompC) channel agonism; HEK293 zebrafish TRPN1-YFP, Fluo-8 calcium fluorescence; 100% = response to 87 µM carbachol; activation, % at 3 µM; 220,000 compounds, 0.18% hits; AID 1424;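 active means activation above its plate's cutoff, the mean activation of test wells on that plate plus 3 SD, cut at about 19% in these data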;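 further: 0% = DMSO alone and 100% = 87 µM carbachol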
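Material – zebrafish TRPN1-YFP in HEK293 cells · Doses – 3 µM single point · Schedule – dye 1 h 37 °C plus 30 min RT · Signal – Fluo-8 calcium fluorescence, excitation 470-495 nm, emission 515-575 nm · Read-out – % activation versus carbachol response · Control set – carbachol high, DMSO low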
S1P4 antag = human S1P4 receptor antagonism; 220,000 compounds, 0.26% hits; O95977; AID 1510; S1P4-expressing cells, antagonist mode, reporter read-out; inhibition, % at 4.98 µM; in the data active means inhibition above about 29%;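 further: 0% = wells stimulated with agonist and 100% = vehicle wells without agonist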
NPY1 pot ag = potentiates or activates human NPY-Y1 receptor. P25929. NPY-Y1 expressing cells, potentiator/agonist activation. activation, % at 3.6 µM. 220,000 compounds, 0.37% hits; in the data active means activation above about 33%, passing the limit was not always enough;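 further: cells stimulated with NPY at EC10 then isoproterenol at EC100; 0% = low agonist plus stimulus and 100% = saturating agonist plus stimulus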
EP2 mod = EP2 receptor (human) modulation; P43116; EP2-expressing cells, cAMP HTRF FRET, PGE2 co-stimulation; induction, % at 25 µM; 260,000 compounds, 0.83% hits;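 active means compounds whose cAMP rise, as percent of the full-agonist control response, exceeds 60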;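 further: rat C6 glioma line stably carrying human EP2 under a CMV promoter; the protocol text gives 20 µM as final concentration; 100% = response of wells given 1 µM PGE2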
TRPML3 agonist = human mucolipin-3 channel agonism. Q8TDD5. HEK293 TRPML3-YFP, Fluo-8 calcium fluorescence; 100% = the carbachol control signal. activation, % at 3 µM. 220,000 compounds, 0.29% hits;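 active means activation above its plate's cutoff, the mean activation of the plate's test wells plus 3 SD, cut at about 12% in these data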;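 further: 0% = DMSO only wells and 100% = carbachol wells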
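Test system: HEK293 cells stably carrying human TRPML3-YFP; Doses: single dose, 3 µM final nominal compound, 0.3% DMSO final; Schedule: dye loading 1 h 37 °C then 30 min ambient, 125 s read; Technique: Fluo-8 calcium fluorescence; Benchmarks: high control carbachol 87 µM, low control DMSO.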
* hit, by the source's call; · = no result given; & = joins results of further samples.

mol,NPY1 pot ag,CHOP inhibitor,EP2 mod,S1P4 antag,NPY-Y1 antag,S1P4 ag,zfTRPN1 agonist,NPY2 pot ag,TRPML3 agonist
S=C(NCCc1ccccn1)Nc1cc(Cl)cc(Cl)c1,11.5,-2.1,-27.9,7.7,·,1.5,1.0,-3.5,0.5
COc1ccc(N2C(=O)CC(N3CCN(c4ccc(S(=O)(=O)N5CCCC5)cc4)CC3)C2=O)cc1 (stereo not given),-0.7,-23.4,-5.3,-6.6,-2.6,-2.3,1.8,12.7,1.4
Cn1c(=O)c(=O)n(C)c2cc(S(=O)(=O)N3CC(=O)N(CCc4ccccc4)C(=O)C3)ccc21,-7.0,1.6,4.0,-2.3,·,-0.6,-1.0,-2.1,-0.5
C=C(C)CN(CC)C(=O)CC1C(=O)NCCN1CC(C)(C)C (stereo not given),16.9,8.6,-1.9,-9.8,·,0.5,0.7,51.1*,-0.1
Cc1nn(CC(O)CN2c3ccccc3Sc3ccccc32)c(C)c1Br (stereo not given),17.0,76.6*,37.4,1.6,-6.2,-2.7,-1.4,22.9,1.3
CC(O)c1ccc2c(c1)OCCOCCN(C)CCOCCO2 (stereo not given),7.3,29.7,0.8,-13.8,2.1,-0.2,0.9,-8.4,-0.1
O=C(Nc1ccc(O)cc1)c1cc2ccccc2c(=O)s1,0.1,22.3,-45.6,-15.1,6.7,-0.3,1.6,-17.8,0.7
Cc1ccnc(NS(=O)(=O)c2ccc(NC(=O)C3CCCO3)cc2)n1 (stereo not given),20.1,30.2,12.2,-7.3,0.1,-1.0,-0.4,-8.1,-0.1
Cc1ccnc(NC(=O)CCC(=O)N(CC(=O)NC2CCCCC2)c2cccc(C)c2C)c1,-3.0,30.0,29.3,-4.8,-1.7,1.2,-0.2,-6.0,0.2
COc1ccc(N2CCN(Cc3nc4ccccc4c(=O)[nH]3)CC2)cc1,-25.6,-15.6,14.5,-11.5,-2.7,0.8,-0.5,-1.7,0.4
Cc1ccc(-c2cc(C(=O)OCC(=O)Nc3cc(C)on3)c3ccccc3n2)c(C)c1,-15.4,89.4*,59.5,-4.0,4.4,-1.3,-0.5,-2.3,-0.1
CC(C)Oc1ccc(CCC(=O)NNC(=S)Nc2ccccc2)cc1,-8.3,4.2,-9.2,-3.6,·,0.8,0.9,-1.1,-0.1
O=C(CSc1ncnc2c1cnn2CCc1ccccc1)Nc1cccc(C(F)(F)F)c1,-14.0,51.9,14.2,26.8,6.6,0.8,-0.6,-15.2,-0.1
CN(C(=O)Cn1cc(C#N)c2ccccc21)c1ccccc1,-0.5,11.1,-40.2,-7.6,-0.9,-0.3,-0.1,-12.3,-0.9
O=C(NC1CCCC1)c1cc2c(ccc3ccccc32)o1,-2.2,44.9,-50.9,2.9,-2.0,2.3,-2.6,-5.5,0.3
COc1ccc(C(=O)NC(CC(C)C)C(=O)O)cc1OC (stereo not given),0.6,-28.0,-3.2,-11.4,1.8,1.4,-1.0,-8.1,0.6
Cc1cccc2sc(NNC(=O)C3=COCCO3)nc12,-1.5,10.8,10.9,-8.0,3.4,1.9,1.2,6.2,0.2
CC(CSc1nnnn1-c1ccccc1)Cn1c(N2CCCC2)nc2c1c(=O)[nH]c(=O)n2C (stereo not given),4.8,9.2,10.0,-15.8,3.3,-1.5,2.0,-2.9,0.5
Cc1nc(SCC(=O)Nc2ccccc2)c2oc3ccccc3c2n1,-10.3,96.4*,8.5,11.4,2.8,-0.1,1.0,2.2,0.1
CC1(C)CC2(CC(c3cccs3)c3cc(Cl)c(O)cc3O2)NC(=S)N1 (stereo not given),29.5,-4.8,-16.7,-4.4,-3.2,-0.4,0.3,5.9,0.3
O=[N+]([O-])c1ccc(C2=NCCO2)cc1,15.2,-24.1,7.7,-14.5,·,-1.2,-1.7,4.3,-0.1
COC(=O)c1sc(NC(=O)CSc2nnnn2-c2cccc(OC)c2)nc1C,3.6,55.5,-80.5,1.7,2.5,0.3,-1.3,15.3,0.4
C=CCN=C(NC#N)SCC(=O)NC(C)(C)C,-7.9,-4.0,1.6,-16.6,0.2,-1.9,0.1,3.8,0.5
CCOC(=O)c1cnn(CCOC(=O)c2ccc(OC)cc2)c1NC(=O)c1ccc(OC)cc1,-21.5,-11.5,23.9,-15.0,-0.4,1.6,-2.2,-0.3,-0.2
O=C(CC1=NC2(CCCC2)Cc2ccccc21)N1CCOCC1,0.6,15.8,8.3,-25.4,-1.6,0.4,1.1,-13.4,-0.3
CN1C(=S)N(c2ccccc2)C(=O)/C1=C/c1ccco1,-12.0,27.4,25.0,-14.1,1.8,-1.0,1.3,-0.3,0.8
C=CCn1c(C)cc(C(=O)CSc2ccc(NC(C)=O)cc2)c1C,6.2,14.9,20.3,5.1,2.5,0.2,1.2,-12.3,0.1
Cn1c(=O)c(/C=C/c2ccc(F)cc2)nc2ccccc21,-10.8,-7.2,-9.0,9.2,10.4,4.8,2.1,5.6,0.5
CC(C)(C)OCC(O)CN1CCN(C(=O)c2ccccc2)CC1 (stereo not given),23.9,-1.8,20.7,-8.1,0.1,-0.5,0.6,1.2,0.7
CCOC(=O)C1=NNC(C(=O)c2ccc(C)cc2)C1c1ccc(C)cc1 (stereo not given),-2.2,56.8,-7.3,0.9,2.4,1.0,-1.7,5.2,-0.2
Nn1c(SCc2cccc(C(F)(F)F)c2)nnc1-c1ccco1,-8.7,23.0,-7.2,8.2,8.0,-3.3,-0.1,4.5,0.8
CSc1ccccc1NC(=O)CN(c1ccccc1)S(=O)(=O)N(C)C,-0.8,10.7,13.8,-6.5,3.8,-1.7,-0.5,7.5,-0.4
Cc1ccc(C)c(N2CCN(C(=O)c3cc4ccccc4oc3=O)CC2)c1,-5.1,21.5,-1.2,8.5,6.6,0.4,0.3,-4.6,-0.3
Cc1ccc(/C=N/c2sc(Cc3ccccc3)c(C)c2C(N)=O)o1,-10.5,24.9,-38.9,-0.7,-0.3,1.6,1.0,3.2,0.1
CCOC(=O)NC1(C(F)(F)F)NC(=O)N(C2CCCCC2)C1=O (stereo not given),-1.1,13.5,-7.2,5.4,-7.2,-0.9,0.8,7.9,1.5
COc1ccc(NC(=O)N(CCCN2CCOCC2)Cc2cccnc2)c(OC)c1,8.9,·,·,0.7,0.7,-2.3,1.1,9.9,-0.4

2 compounds drawn at random from those above:
mol,NPY1 pot ag,CHOP inhibitor,EP2 mod,S1P4 antag,NPY-Y1 antag,S1P4 ag,zfTRPN1 agonist,NPY2 pot ag,TRPML3 agonist
Cc1ccnc(NS(=O)(=O)c2ccc(NC(=O)C3CCCO3)cc2)n1 (stereo not given),20.1,30.2,12.2,-7.3,0.1,-1.0,-0.4,-8.1,-0.1
CCOC(=O)c1cnn(CCOC(=O)c2ccc(OC)cc2)c1NC(=O)c1ccc(OC)cc1,-21.5,-11.5,23.9,-15.0,-0.4,1.6,-2.2,-0.3,-0.2

Other records follow:
mol,NPY1 pot ag,CHOP inhibitor,EP2 mod,S1P4 antag,NPY-Y1 antag,S1P4 ag,zfTRPN1 agonist,NPY2 pot ag,TRPML3 agonist
N/C(=N\OC(=O)c1cccc2ccccc12)c1cccc([N+](=O)[O-])c1,9.6,62.5,2.8,-9.3,1.3,2.3,0.8,5.9,-0.1
Cc1c(C(=O)Nc2ccc(Cc3ccncc3)cc2)cccc1[N+](=O)[O-],-1.9,12.0,-26.2,-25.8,-4.2,1.3,6.6,2.7,3.4
O=C(NNC(=O)c1sccc1-n1cccc1)Nc1ccccc1,2.3,-6.0,-5.6,-12.6,2.4,-1.4,-1.1,-9.4,0.8
COc1ccc(CCNC(=O)COC(=O)Cc2cccc3ccccc23)cc1,-22.7,-15.5,-72.8,-12.6,11.3,-2.9,-2.5,-17.2,-0.5
O=C(C[n+]1ccccc1)Nc1cc(C(F)(F)F)ccc1Cl,9.6,6.8,8.3&17.4,-7.9,-0.6,0.5,-1.0,-4.2,0.2
Cc1cc2ncn(/N=C/c3cc(Br)ccc3O)c2cc1C,19.1,25.6,-4.7,9.7,0.6,-0.8,0.5,1.8,-0.8
CCN(c1ccccc1)S(=O)(=O)c1ccc(C(=O)Oc2ccc(C(C)=O)cc2)cc1,-14.1,23.6,16.3,-10.8,9.5,1.7,0.3,0.5,0.8
COC(=O)c1cccc(NC(=S)N2CCOCC2)c1,2.6,-4.0,9.4,-2.7,-4.1,2.7,0.4,11.0,0.6
CC12CN(C(=O)c3ccc(Cl)cc3)C3(C#N)CC1CCC23C (stereo not given),8.2,-35.7,-33.5,2.5,-0.9,1.6,0.2,-1.2,0.8
CS(=O)(=O)N(CC(O)Cn1c2ccccc2c2ccccc21)c1cccc2ccccc12 (stereo not given),23.9,59.4,-1.4,2.7,-6.6,-1.6,-1.9,22.3,0.7
CCOC(=O)c1cn[nH]c1NC(=S)Nc1ccccc1,25.8,-6.8,-20.0,3.4,·,0.4,2.8,9.5,-0.6
N#Cc1c(NC(=O)C2CCCO2)sc2c1CCCCC2 (stereo not given),9.0,1.9,-42.9,-14.4,2.8,2.0,0.6,1.4,1.4
Cn1c(=O)n(C)c2cc(CN3C(=O)OC(C)(C)C3(C)O)ccc21 (stereo not given),-4.5,9.4,-1.5,-2.0,3.0,1.1,0.5,11.4,-0.1
CCOCCCNC(=O)c1ccccc1SCC,-15.8,1.1,28.2,-8.2,0.3,1.1,-1.4,19.1,0.7
COc1cc(C(=O)Oc2ccccc2/C=N/NC(=O)c2ccc(C)cc2)cc(OC)c1OC,-76.1,5.9,3.2,-7.4,17.8,-0.2,0.8,-28.0,0.2
O=C(c1cccc(Cl)c1)N1CCC(=O)N(C(COCc2cccc(Cl)c2)Cc2ccccc2)CC1 (stereo not given),-18.2,19.9,25.0,3.0,4.1,0.7,-0.2,0.7,-0.6
O=C(O)CC(SCC(=O)Nc1ccc(Br)cc1)C(=O)O (stereo not given),1.1,-12.1,25.9,-14.1,2.1,1.0,-0.8,1.4,1.3
CC(=O)Nc1ccc(C2=NN(Cc3nnc(-c4ccccc4)o3)C(=O)SC2)cc1,-3.5,-52.3,-38.5,-6.8,1.6,0.0,2.4,14.4,1.1
Cc1ccccc1-c1ccc(=O)n(CC(=O)Nc2ccc(N3CCOCC3)cc2)n1,26.2,21.2,-21.9,0.2,-3.1,0.0,0.9,15.7,1.0
COc1ccc(C(=O)/C(C#N)=N/Nc2ccc([N+](=O)[O-])cc2)cc1,30.1,56.7,-4.9,-16.9,-5.1,3.2,10.6,7.8,5.3
COC(=O)N/N=C/c1ccc(OCCSc2ccc(Cl)cc2)c(OC)c1,7.6,3.0,-45.2,-20.3,0.1,-0.3,-2.4,-8.4,-0.6
COC(CN1C(=O)C(O)=C(C(C)=O)C1c1ccccn1)OC (stereo not given),7.9,13.0,18.0,6.3,-0.8,-1.6,1.4,-26.5,-0.1
CCSc1nnc(-c2ccc(S(=O)(=O)NCc3cccs3)cc2)o1,-12.4,62.8,11.3,-10.5,-1.4,1.7,1.2,-18.2,1.9

Assay outcomes (PubChem BioAssay)
